# Screening data deposited in PubChem BioAssay by National Center for Advancing Translational Sciences (NCATS).
# D2 potentiator: positively modulates the human D2 dopamine receptor allosterically. HEK293 T-REx D2, calcium flux, EC20 dopamine potentiation. actives 0.34% (n = 340,000). P14416. potentiation, % at 10 µM;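 active = potentiation over 3 SD above the plate norm, cut at about 30% in these data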; also: 0% is about no effect
# Target sequence (P14416 whole entry, looked up): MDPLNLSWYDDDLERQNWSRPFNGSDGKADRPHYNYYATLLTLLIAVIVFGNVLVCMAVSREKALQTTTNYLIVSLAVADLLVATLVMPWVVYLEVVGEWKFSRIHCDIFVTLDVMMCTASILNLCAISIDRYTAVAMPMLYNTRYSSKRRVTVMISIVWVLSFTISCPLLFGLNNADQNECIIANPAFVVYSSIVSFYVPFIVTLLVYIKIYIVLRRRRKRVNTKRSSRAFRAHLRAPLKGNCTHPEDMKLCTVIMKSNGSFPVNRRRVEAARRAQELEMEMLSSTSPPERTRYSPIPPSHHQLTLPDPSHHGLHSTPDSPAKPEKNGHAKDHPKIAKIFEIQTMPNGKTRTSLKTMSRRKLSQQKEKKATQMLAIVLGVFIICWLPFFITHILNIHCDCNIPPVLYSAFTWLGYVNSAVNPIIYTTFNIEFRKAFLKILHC
#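 Potentiation of an EC20 dopamine calcium response measured kinetically over 180 s, after a preceding 180 s compound-only read flagging agonists. Cells: inducible Hek293 Trex D2 line, 4000/well, cultured overnight at 30 C before dye loading.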
# TRHR PAM: allosteric enhancers of human TRH receptor; enhancement, % at 2 µM; actives 0.66% (n = 360,000); TRHR cells, fluo-8 calcium fluorescence, EC20 TRH enhancement; P34981; in the data active = enhancement above about 30%; also: 0% is about no effect
# Target sequence (P34981 whole entry, looked up): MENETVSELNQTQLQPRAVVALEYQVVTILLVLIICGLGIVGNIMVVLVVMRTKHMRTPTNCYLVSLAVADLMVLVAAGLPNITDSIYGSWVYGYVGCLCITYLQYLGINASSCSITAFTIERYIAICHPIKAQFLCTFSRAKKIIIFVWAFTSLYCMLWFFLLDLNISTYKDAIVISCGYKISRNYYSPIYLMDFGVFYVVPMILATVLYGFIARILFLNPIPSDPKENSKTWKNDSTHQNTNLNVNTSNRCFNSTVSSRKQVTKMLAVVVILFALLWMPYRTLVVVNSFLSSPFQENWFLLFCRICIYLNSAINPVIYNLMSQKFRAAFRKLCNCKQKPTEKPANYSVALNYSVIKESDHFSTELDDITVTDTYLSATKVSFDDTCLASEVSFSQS
#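 TRHR-expressing cells loaded with fluo-8 calcium dye were read kinetically (ex 480/em 530) during compound addition, then stimulated with an EC20 of TRH (10 nM final). Enhancement of the Gq-mediated intracellular calcium response was scored.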
# D2 antag: D2 dopamine receptor (human) antagonism; P14416; HEK293 TREx D2 cells, calcium flux, dopamine EC80; inhibition, % at 10 µM; actives 2% (n = 340,000); AID 485344; in the data active = inhibition above about 30%; also: 0% is about no effect
#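 Overnight-induced (tetracycline, 30 C) HEK293 T-REx cells carrying force-coupled D2 receive a no-wash calcium dye, then compound, then EC80 dopamine at 180 s; signals are read kinetically throughout.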
# D2 ag: agonists of human D2 dopamine receptor; HEK293 T-REx D2 cells, calcium flux agonist mode; P14416; actives 0.53% (n = 340,000); activation, % at 2 µM; AID 485358;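 active = activation over 3 SD above normal in the single-dose calcium agonist read, cut at about 30% in these data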; also: 0% is about no effect
#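 Agonism is scored from calcium flux in a force-coupled, inducible HEK293 cell line expressing D2, read kinetically for 180 s after compound addition against dopamine controls.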
# TRHR ag: agonists of human TRH receptor | actives 0.18% (n = 360,000) | P34981 | TRHR cells, calcium flux fluo-8, FDSS agonist mode | activation, % at 2 µM | AID 493084; also: 0% is about no effect
#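 In this calcium-flux screen, cells bearing human TRHR are dye-loaded with fluo-8, baselined for 10 cycles, then exposed to library compounds; positive kinetic calcium responses during the agonist phase mark hits, with TRH as control.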
# D1 ag: activates the human D1 dopamine receptor; HEK293 T-REx D1 cells, calcium flux, agonist mode; actives 1% (n = 360,000); activation, % at 2 µM; also: 0% is about no effect
#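 Agonism was scored from calcium flux recorded over 180 s (1 read/s) after pintool compound addition, following a 10-cycle baseline. Cells were inducible force-coupled HEK293 TREx D1, plated overnight at 30 C and loaded with no-wash calcium dye.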
# RXFP1 antagonist: RXFP1 (human) relaxin receptor antagonism; actives 0.59% (n = 350,000); activity change, negative = inhibition, % at 57.5 µM; HEK293-RXFP1, relaxin-stimulated cAMP HTRF, 30 min; stronger effect = lower value; Q9HBX9; AID 1259400;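 active = activity change of -60% or lower, but not beyond a set lower limit; inconclusive = change between -60% and -40%, or beyond the set limit; inactive = change above -40%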; also: % is scaled to controls: 0 for no effect and ±100 for the full control effect
# D1 potentiator: enhances dopamine response at the human D1 receptor; P21728; HEK293 TREx D1 cells, calcium flux, dopamine EC20 potentiation; potentiation, % at 10 µM; actives 0.036% (n = 360,000); AID 504651; in the data active = potentiation above about 30%; also: 0% is about no effect
# D1 antagonist: antagonists of human D1 dopamine receptor | actives 3.2% (n = 360,000) | HEK293 TREx D1 cells, calcium flux, dopamine EC80; stronger effect = lower value | P21728 | activity change, negative = inhibition, % at 10 µM | AID 504652; in the data active = activity change below about -30%; also: % is scaled to controls: 0 for no effect and ±100 for the full control effect
#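 Cells carrying a force-coupled, tetracycline-inducible human D1 receptor report calcium flux. Each well gets a 10 s baseline, compound with 180 s monitoring, then an EC80 dopamine stimulus with a second 180 s kinetic read.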
# Numbers without * were called inactive; ? = inconclusive; nt = not tested or not shown; & = joins results of further samples. Rule as the data show it, unless noted: active = activation above about 30%; inactive = the rest. These rows are one share of the data; count on the stated rates, not on these rows.
Molecule	D2 potentiator	TRHR PAM	D2 antag	D2 ag	TRHR ag	D1 ag	RXFP1 antagonist	D1 potentiator	D1 antagonist
Cc1c(C)c2ccc(OCC(=O)N3CCC(C(=O)O)(c4ccccc4)CC3)c(C)c2oc1=O	-8	-2	13	-0.6	-0.8	1	nt	-4	-1
Cc1ccc(OCC(=O)N2CCN(Cc3ccc(F)cc3)CC2)cc1	-16	-1	nt	-2.1	-0.5	1	-2	-3	-19
CC(=O)Nc1ccc(OCCF)cc1	5	19	-2	0.6	0.5	4	-1	-2	-7
CCCCn1c(O)c(/C=N/NC(=O)c2ccncc2)c(=O)[nH]c1=S	-1	4	-4	-1.6	1.7	5	-14	1	10
Cc1ccc(N2C(=O)NC(=O)/C(=C/c3ccoc3)C2=O)cc1	10	2	4	2.9	3.6	11	-10	8	-12
COc1ccc(C2(C#N)CCN(C)CC2)cc1	-4	-1	0	-0.2	0.1	3	0	-1	-4
Cc1nn(CCC#N)c2c1P(=S)(N1CCCC1)OC(c1ccc(F)cc1)=N2 (stereo unspecified)	-2	-4	12	-0.8	-0.6	3	13	0	7
CC(=NCCCn1ccnc1)c1c(O)n(C)c(=O)n(C)c1=O	-1	-5	23	0.1	-0.1	2	21	-4	-2
O=C1CN=C(c2ccccc2)c2c(sc3c2CCCC3)N1	-4	-6	6	0.0	0.4	0	nt	-3	-5
Cn1c(=O)n(C)c2cc(CNCCc3ccccc3)ccc21	nt	4	nt	2.6	1.3	11	0	-1	-15
Cc1cccc(-n2c(C)nc3ccccc3c2=O)n1	-14	-7	-20	1.0	0.5	2	1	-6	-5
Cc1nn(Cc2ccccc2Cl)c(Cl)c1C(=O)OCC(=O)NC(=O)NC1CCCCC1	-10	-7	8	-0.4	-0.2	4	2	-1	5
O=C1NC(=O)C(C/C=C/c2ccccc2)C(=O)N1	7	-4	16	0.5	0.8	1	-4	-1	-5
O=C(O)C12C3CCCC1C32c1ccccc1 (stereo unspecified)	-12	-15	29	0.7	0.6	3	11	1	-7
COC1=C(C)C(=O)O[C@]12C(=O)C(C)=C1CCCCN3[C@H]([C@@H]4C[C@H](C)C(=O)O4)CC[C@]132	8	5	7	-0.4	-0.4	4	nt	-3	29
COc1ccc(CN2CCN(c3ccccc3)CC2)c(C)c1C	-19	5	65*	63*	-0.5	-1	-20	-8	2
Cc1ccc(-n2c(O)c(C=NCCN(C)C)c(=O)[nH]c2=O)cc1	9	0	11	1.4	0.8	2	-8	3	5
CC(C(N)=O)N1CC(c2ccc(Cl)cc2)CC1=O (stereo unspecified)	12	5	4	0.8	0.2	2	-5	0	0
N/C(=N\[N+](=O)[O-])N1CCN(C(=O)Oc2ccccc2)CC1	-5	2	-23	-1.5	0.8	3	4	-6	-20
O=C(O)COc1ccccc1	0	-2	-1	-0.7	0.3	-1	11	3	nt

# 5 entries from above, with two lines to a compound:
# Values run as follows: D2 potentiator, TRHR PAM, D2 antag, D2 ag, TRHR ag, D1 ag, RXFP1 antagonist, D1 potentiator, D1 antagonist
O=C(O)COc1ccccc1
  0, -2, -1, -0.7, 0.3, -1, 11, 3, nt
Cc1cccc(-n2c(C)nc3ccccc3c2=O)n1
  -14, -7, -20, 1.0, 0.5, 2, 1, -6, -5
Cn1c(=O)n(C)c2cc(CNCCc3ccccc3)ccc21
  nt, 4, nt, 2.6, 1.3, 11, 0, -1, -15
Cc1nn(Cc2ccccc2Cl)c(Cl)c1C(=O)OCC(=O)NC(=O)NC1CCCCC1
  -10, -7, 8, -0.4, -0.2, 4, 2, -1, 5
COc1ccc(CN2CCN(c3ccccc3)CC2)c(C)c1C
  -19, 5, 65*, 63*, -0.5, -1, -20, -8, 2

# New compounds follow:
Molecule	D2 potentiator	TRHR PAM	D2 antag	D2 ag	TRHR ag	D1 ag	RXFP1 antagonist	D1 potentiator	D1 antagonist
C=C1C(=O)O[C@H]2C[C@@H](C)[C@@H]3C=CC(=O)[C@@]3(C)C[C@H]12	11	3	-24	-0.1	0.1	2	nt	0	22
Cc1cccc(-n2c(O)c(/C=N/N3CCOCC3)c(=O)[nH]c2=S)c1	-3	-10	12	0.3	1.2	3	-3	-7	-42*
Cc1nn(Cc2ccccc2)c(C)c1C(=O)NC1CCCc2ccccc21 (stereo unspecified)	0	0	-22	-2.9	-0.4	0	-10	-4	-9
CCN(CC)C(=O)c1ccc2c(c1)C1C=CCC1C(C(=O)O)N2 (stereo unspecified)	4	-4	-9	0.8	0.6	3	-8	0	-13
CCn1ccnc1CN1CCCC(C(=O)c2cccc(C(F)(F)F)c2)C1 (stereo unspecified)	2	2	-16	-0.6	-0.6	3	12	2	9
CCCCSP1(=S)NCCCO1 (stereo unspecified)	-6	-7	-22	0.2	-0.8	1	0	1	14
NP(=O)(OCC(F)(F)F)Oc1cccc2ccccc12 (stereo unspecified)	-2	7	-3	0.3	0.6	1	4	-3	6
CCN(CC)c1ccc(CNCCc2ccc(F)cc2)cc1	-2	1	-3	-0.2	1.4	64*	-28	1	4
Nc1nonc1C(=O)N/N=C/c1ccc([N+](=O)[O-])o1	6	-2	-14	4.1	0.8	3	?	3	20
O=C(CCNC(=O)N1C[C@H]2C[C@@H](C1)c1cccc(=O)n1C2)Nc1cccc(Cl)c1	-11	8	18	0.1	0.2	2	nt	2	9
O=c1c2ccccc2nc(/C=C/c2ccccc2)n1-c1ccccc1O	-3	9	-6	0.0	0.6	1	1	-7	0
O=C(N/N=C/c1c(O)n(Cc2ccccc2)c(=O)[nH]c1=O)c1ccncc1	3	3	0	-2.2	0.1	4	4	-1	7
COc1ccc(OC)c(NC2=NCCS2)c1	-12	2	17	0.2	0.1	0	-3	1	9
Cc1cccc2sc(NC(=O)c3cccn(Cc4ccccc4)c3=O)nc12	9	-6	nt	1.5	0.6	4	nt	2	nt
Cc1ccc2[nH]c(C)c(CCNCc3cccnc3)c2c1	-13	-14	-12	0.6	1.6	4	5	0	-1
CNC(C(=O)c1ccccc1)C(OC(C)C)c1ccc(Cl)cc1 (stereo unspecified)	2	-5	1	-0.2	-0.5	4	26	-1	-21
c1ccc(C[n+]2ccccc2)cc1	14	0	0	0.5	0.1	6	nt	-4	0
O=[N+]([O-])c1cccc(CCl)c1	-4	-2	0	0.0	-0.8	-1	nt	-5	nt
O=c1[nH]c(=O)n(CCC2=CCCCC2)c(O)c1/C=N/N1CCOCC1	10	0	-3	0.0	0.8	4	-1	-1	-16
OC(c1ccccc1)(c1ccc(Cl)cc1)C1CN2CCC1CC2 (stereo unspecified)	3	8	-11	2.1	7.5	10	19	-2	16
C=CCn1c(O)c(/C(C)=N/N2CCN(C)CC2)c(=O)[nH]c1=O	7	6	-10	-0.4	-0.2	2	4	-7	-4
COc1ccc(-c2[nH]ncc2CNC(C)Cc2cccc(C)n2)cc1F (stereo unspecified)	-16	-5	15	0.6	0.3	12	-9	2	2
CN1CCN2c3ccc(N)cc3CC3(C(=O)NC(=O)NC3=O)C2C1 (stereo unspecified)	-3	2	-21	-0.2	-0.3	5	8	-8	-11
CN1C(=O)N(C)C(=O)C(CCc2ccncc2)(CCc2ccncc2)C1=O	nt	8	nt	nt	1.3	1	-1	-1	-4
OCC#CC[N+]1(CC#Cc2ccccc2)CCOCC1	nt	0	-1	0.0	1.3	6	-6	10	-2
CCC1=Nc2cc(C(=O)N3CCC4(CC3)OCCO4)ccc2Sc2ccc(C)cc21	8	1	nt	nt	0.0	1	8	0	-12
O=[N+]([O-])c1ccc(-c2ccccc2)c([As](=O)(O)O)c1	6	4	17	0.7	0.6	3	1	-8	15
NC(=S)N/N=C/c1coc2ccccc2c1=O	13	14	6	1.1	-0.3	1	3	-5	5
CC1CCC/C=C/C2CC(O)CC2C(O)/C=C/C(=O)O1 (stereo unspecified)	-5	6	-19	0.1	1.5	4	-6	4	-7
O=C1Nc2ccc(Br)cc2C(c2ccccc2)=NC1O (stereo unspecified)	-2	-4	-1	0.6	-0.2	1	8	2	1
CCOc1ccc(N2C(=O)CC(=O)NC2=O)cc1	-9	-3	-1	0.5	0.8	2	-4	-3	-21
CCOC(=O)c1c(N)n(Cc2ccco2)c2nc3ccccc3nc12	-13	-2	30*	11	6.4	2	-6	-3	1
Nc1c(C(=O)Nc2cccc(Br)c2)sc2nc3c(cc12)N1CCC3CC1	18	-2	nt	-0.7	1.2	2	nt	-4	1
CCC[N+]12CCC(CC1)C(=C(c1ccccc1)c1ccccc1)C2	-3	-6	2	2.5	-0.3	2	-7	-10	3
Cc1ccccc1OP(N)(=O)Oc1ccccc1C	17	-3	6	-0.2	-0.3	2	-10	-4	-2
CCOc1ccccc1-n1c(O)c(C=NCCCn2ccnc2)c(=O)[nH]c1=O	nt	6	nt	nt	1.2	3	-15	0	9
O=C1C(=O)c2cccc3cccc1c23	10	3	-18	2.1	2.2	0	-2	-2	-9
COc1cc(CCN)ccc1O	nt	7	nt	nt	-0.6	1	nt	-4	10
CN1CCC(N(C)c2ncnc3ccc(Br)cc23)CC1	-20	-1	8	0.2	1.1	3	3	-2	-9
Cc1ccc2c(c1)C1CN(C)CCC1N2C(=O)c1ccc(Br)o1 (stereo unspecified)	11	6	-11	-1.0	-0.1	0	6	-7	-15
CCC(=O)N1c2ccc(S(=O)(=O)CCC(=O)N3CCC4(CC3)OCCO4)cc2CC1C (stereo unspecified)	-6	0	18	-1.2	0.0	0	-3	-1	13
O=C1NC(=O)C(Sc2ccccc2[N+](=O)[O-])C(=O)N1	11	3	-15	0.2	0.6	4	-13	-4	5
NCCc1ccc(S(=O)(=O)F)cc1	-8	-5	-5	-1.1	2.7	4	nt	-3	-36*
CN1C(=O)NC(=O)/C(=C/c2ccc([N+](=O)[O-])s2)C1=O	1	-1	-3	0.1	0.5	7	-34	-1	3
CCOC(=O)c1c(/N=C/C2C(=O)NC(=S)NC2=O)sc(C)c1C	-1	-4	-4	3.1	2.3	3	nt	-2	10
CC(C)c1ccc(N=Nc2c(O)[nH]c(=O)[nH]c2=O)cc1	nt	1	nt	nt	-0.6	1	0	-6	-6
CCCCn1c(=O)c(C(=O)NCc2ccncc2)c(O)c2ccccc21	16	4	-1	-0.8	0.0	1	-1	0	8
Cc1ccccc1-n1c(O)c(/C=N/c2nccs2)c(=O)[nH]c1=O	5&5	2&-1	3&5	0.1&-1.8	1.7&-3.6	2&4	14&-1	0&-1	-5&10
COC(=O)C(O)(c1c(C)[nH]c2ccccc12)C(F)(F)F (stereo unspecified)	-10	-4	-41	0.8	1.4	4	-7	-1	11
CCNC(=O)[C@H]1O[C@@H](n2cnc3c(N)ncnc32)[C@H](O)[C@@H]1O	16	45*	-33	4.0	0.5	1	nt	-1	-12
Cc1cc(OC(=O)c2ccco2)c2c3c(c(=O)oc2c1)CCCC3	-7	0	1	-1.4	-0.2	-2	-1	-6	-9
